# Source: PubChem (several laboratories)
# TLR9-MyD88 inh: inhibitors of human TLR9-MyD88 binding; Q9NR96+Q99836; CHO BLA complementation TLR9-MyD88, CCF4 FRET ratio; inhibition, % at 4.98 µM; 340,000 compounds, 0.21% hits; AID 504734;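 active = inhibition above the mean over all tested compounds plus 3 SD, cut at about 21% in these data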;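 also: 0% = DMSO only wells and 100% = clavulanate BLA inhibitor control wells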
# NCOA1 inh: inhibitors of human steroid receptor coactivator 1 (SRC1). Q15788. HEK293 GAL4-SRC1 luciferase reporter, luminescence. inhibition, % at 3.6 µM. 360,000 compounds, 0.12% hits;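 active = inhibition above the campaign mean plus 3 SD, with each screening campaign given its own cutoff, cut at about 60% in these data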;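 also: 0% = DMSO treated cells and 100% = gossypol at 36 µM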
# MC4R antagonist: human MC4R antagonism in cAMP assay. MC4R-expressing cells, MTII-stimulated cAMP, LANCE TR-FRET. inhibition, % at 6.5 µM. 360,000 compounds, 0.48% hits. AID 540295;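 active = inhibition above its plate's cutoff, the mean of tested wells on that plate plus 3 SD, cut at about 29% in these data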;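 also: 0% = Melanotan II alone and 100% = Melanotan II plus saturating MCL0020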
#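 System: U2OS cells stably expressing human melanocortin 4 receptor (MC4R). Reagent: Melanotan II challenge after compound preincubation. Doses: 6.5 µM. Times: 30-min compound, 1-h challenge, 1-h detection, room temperature. Measured by: TR-FRET with Eu-cAMP and labeled anti-cAMP, 671 nm. Replicates: singlicate.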
# NCOA2 inhibitor: human SRC2 (NCOA2) inhibition; HEK293 GAL4-SRC2 luciferase reporter, luminescence; 370,000 compounds, 0.17% hits; inhibition, % at 9 µM; Q15596;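 active = inhibition above the mean inhibition of all tested compounds plus 3 SD, set per campaign, cut at about 52% in these data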;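 also: 0% = DMSO treated cells and 100% = cells given Gossypol at 36 µM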
# ABHD5-PLIN5 inh: inhibitors of human ABHD5-perilipin-5 interaction. Q00G26+Q8WTS1. Split G. princeps luciferase complementation, luminescence, 4 h. inhibition, % at 4 µM. 360,000 compounds, 0.78% hits;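 active = inhibition above the mean inhibition across every tested compound plus 3 SD, cut at about 22% in these data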;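 also: 0% = DMSO only wells and the 100% control is not disclosed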
# Target sequence (Q00G26 whole entry, looked up): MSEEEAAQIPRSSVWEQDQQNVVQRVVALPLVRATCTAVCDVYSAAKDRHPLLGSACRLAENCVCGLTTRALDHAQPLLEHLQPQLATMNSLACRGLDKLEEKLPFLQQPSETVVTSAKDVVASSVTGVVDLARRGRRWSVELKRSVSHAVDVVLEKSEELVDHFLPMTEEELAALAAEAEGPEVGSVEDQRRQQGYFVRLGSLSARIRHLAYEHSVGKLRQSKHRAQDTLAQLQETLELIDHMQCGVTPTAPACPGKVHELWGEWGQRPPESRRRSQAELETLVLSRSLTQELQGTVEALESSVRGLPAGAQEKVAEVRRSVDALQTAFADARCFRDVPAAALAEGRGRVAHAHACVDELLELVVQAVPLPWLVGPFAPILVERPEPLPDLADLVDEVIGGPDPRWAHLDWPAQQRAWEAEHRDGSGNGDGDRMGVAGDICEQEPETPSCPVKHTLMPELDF
# Target sequence (Q8WTS1 whole entry, looked up): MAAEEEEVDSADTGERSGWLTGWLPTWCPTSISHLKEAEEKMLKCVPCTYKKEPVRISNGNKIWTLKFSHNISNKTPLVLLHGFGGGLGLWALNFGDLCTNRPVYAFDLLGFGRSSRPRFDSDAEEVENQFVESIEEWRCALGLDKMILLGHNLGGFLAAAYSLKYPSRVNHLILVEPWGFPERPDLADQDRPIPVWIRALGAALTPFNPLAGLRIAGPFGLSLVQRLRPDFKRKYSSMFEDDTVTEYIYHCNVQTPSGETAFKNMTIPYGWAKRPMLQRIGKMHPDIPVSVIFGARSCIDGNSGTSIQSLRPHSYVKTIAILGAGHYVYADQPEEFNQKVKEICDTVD
# NR2F2 inh: blocks human COUP-TFII nuclear receptor; P24468; inhibition, % at 8.6 µM; HEK293T NGFI-A luciferase reporter, luminescence; 370,000 compounds, 0.7% hits;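 active = inhibition above a per-plate cutoff, mean inhibition of test wells between control levels plus 3 SD, cut at about 38% in these data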;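 also: cells cotransfected with COUP-TFII expression vector driving the NGFI-A reporter; 0% = median of COUP-TF2 test wells and 100% = reporter-only cells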
# LMP1 NFkB inh: Epstein-Barr LMP1 NF-kappaB reporter inhibition | LMP1-induced NF-kappaB luciferase reporter cells, luminescence | inhibition, % at 12.5 µM | 350,000 compounds, 0.69% hits; in the data active = inhibition above about 41%;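 also: 0% = neutral control wells and 100% = reference inhibitor control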
# NOD2-RIPK2 inh: blocks binding of human NOD2 to RIPK2. CHO BLA complementation NOD2-RIPK2, CCF4 ratio. 360,000 compounds, 0.38% hits. inhibition, % at 4.98 µM. AID 624267; in the data active = inhibition above about 21%;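 also: 0% = vehicle only and 100% = reference blocker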
# NCOA3 inh: inhibitors of human steroid receptor coactivator 3 (SRC3); HEK293 GAL4-SRC3 luciferase reporter, luminescence; inhibition, % at 3.6 µM; Q9Y6Q9; AID 588352; 360,000 compounds, 0.17% hits;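 active = inhibition above a per-campaign cutoff, the mean of all compounds plus 3 SD, cut at about 60% in these data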;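 also: 0% = DMSO-treated cells and 100% = gossypol-treated cells at 36 µM; higher means less SRC3-driven luciferase light from the GAL4 reporter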
# MC4R ag barr: agonists of human melanocortin 4 receptor (MC4R) beta-arrestin | 360,000 compounds, 0.98% hits | activation, % at 8.9 µM | P32245 | U2OS MC4R beta-arrestin complementation, luminescence; percent of melanotan II response, DMSO zero | AID 540308;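 active = activation above a per-plate cutoff, the mean activation of sample wells on that plate plus 3 SD, cut at about 8% in these data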
# NR5A2 inv ag: inverse agonists of human LRH-1 (NR5A2) | O00482 | HEK293T StAR-luciferase reporter, LRH-1 transfected, 24 h | inhibition, % at 3.6 µM | 360,000 compounds, 0.13% hits | AID 602396;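 active = inhibition above the mean inhibition of all tested compounds plus 3 SD, cut at about 73% in these data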;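 also: 0% = DMSO wells and 100% = reporter-only cells lacking LRH-1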
# * marks the source's active call; other numbers are inactive results; nt = no result given.
1) Cc1ccc2c(c1)C(O)(CC(=O)c1cccc(-n3cccc3)c1)C(=O)N2 (stereo not given)
2) Cc1cc(C)n2nc(NCc3ccccc3)nc2n1
3) CSc1nc2nccc(-c3ccc(Oc4ccccc4)cc3)n2n1
4) CN1CCCN(C(=O)c2ccc(Cl)c(S(=O)(=O)N(C)c3ccccc3)c2)CC1
5) Cc1ccc(CCNC(=O)c2cc(S(=O)(=O)N3CCCCC3)c[nH]2)cc1
6) CNc1ccccc1C(=O)OCC(=O)N1CCc2ccccc2C1
7) Cc1nc(SCC(=O)Nc2cc(Cl)ccc2[N+](=O)[O-])nc(C)c1C
8) CCCCCCCCN1C(=O)[C@H](CC(=O)NCc2cccs2)C[C@@]2(C(=O)OCC)CCCC=C12
Assay by compound	1	2	3	4	5	6	7	8
TLR9-MyD88 inh	-4	1	-4	2	-8	6	7	nt
NCOA1 inh	7	9	-12	-37	-4	-14	10	nt
MC4R antagonist	-6	9	13	9	8	6	9	nt
NCOA2 inhibitor	-41	-9	9	-12	-14	-18	-48	7
ABHD5-PLIN5 inh	4	3	5	7	-7	2	3	0
NR2F2 inh	-11	-17	-1	-15	6	-10	-2	0
LMP1 NFkB inh	-34	-1	3	-4	-18	-9	-4	nt
NOD2-RIPK2 inh	0	-16	-6	0	-1	8	-19	-7
NCOA3 inh	9	5	-2	10	-5	-66	6	nt
MC4R ag barr	1.5	0.0	2.3	-0.1	-0.4	-2.0	0.4	nt
NR5A2 inv ag	5	-9	0	-8	6	-18	2	21

9) CSc1nc(-c2ccco2)nn1C(=O)c1ccc(C)cc1
10) O=C(Nc1ccccc1)Nc1nc2ccccc2s1
11) N=c1c2c(n(Cc3ccc([N+](=O)[O-])cc3)c3c1CCC3)CCCC2
12) Cc1cc(C)c2nc(C)cc(Nc3ccc(C(=O)N4CCOCC4)cc3)c2c1
13) COc1ccc(NC(=O)CN2C(=O)COc3ccc(S(=O)(=O)N4CCCCC4)cc32)cc1OC
14) COc1cc(C2NC(=S)NC(c3ccccc3)=C2C(C)=O)cc(Br)c1OCC(N)=O (stereo not given)
15) COc1ccc(NC(=O)CSc2nnc(N)s2)cc1
16) COc1ccc(NC(=S)N(CCN2CCOCC2)C2CCN(C(C)=O)CC2)cc1Cl
Assay by compound	9	10	11	12	13	14	15	16
TLR9-MyD88 inh	-9	1	-17	2	-12	-2	1	4
NCOA1 inh	-11	-110	10	4	8	-3	-20	3
MC4R antagonist	1	-2	1	9	9	-2	-6	-2
NCOA2 inhibitor	-11	-97	0	-3	-5	3	-8	-20
ABHD5-PLIN5 inh	7	-2	7	0	-2	-9	-3	-1
NR2F2 inh	-1	-55	19	19	1	-3	-10	-10
LMP1 NFkB inh	0	-38	7	-2	-1	8	25	3
NOD2-RIPK2 inh	-4	3	6	0	-6	-12	8	1
NCOA3 inh	-8	-83	18	4	-5	-2	3	10
MC4R ag barr	-1.0	2.5	-4.0	-0.6	-3.0	-2.4	-1.3	2.3
NR5A2 inv ag	1	-127	18	9	6	17	-17	12

17) CN(C(=O)c1ccc2c(c1)OCO2)C1(C(=O)NC2CCCCC2)CCCCC1
18) O=C(CSc1ccccc1)Nc1ccc(S(=O)(=O)Nc2ncccn2)cc1
19) CC1(C)CCC[C@]2(C)[C@H]3CC(=O)O[C@]3(C)CC[C@@H]12
20) COc1ccc(N2CCN(CNC(=O)c3ccccc3)CC2)cc1
21) COc1ccc(NC(=O)NC23CC4CC(CC(C4)C2)C3)cc1OC
22) CC1CN(C(=O)CCC(=O)NCc2ccc(F)cc2)c2ccccc2S1 (stereo not given)
23) CN1CCN(S(=O)(=O)c2ccc(N(C)Cc3ccc(OC(F)F)cc3)c([N+](=O)[O-])c2)CC1
24) CCCn1c(SCc2nc3ccccc3s2)n[nH]c1=O
Assay by compound	17	18	19	20	21	22	23	24
TLR9-MyD88 inh	-10	-16	2	8	-1	3	0	4
NCOA1 inh	-1	-18	-6	-1	3	3	6	-58
MC4R antagonist	2	26	15	3	14	2	2	-6
NCOA2 inhibitor	0	-11	19	-7	-10	27	2	-92
ABHD5-PLIN5 inh	-3	-3	6	-5	1	0	8	4
NR2F2 inh	13	1	14	12	-3	-2	7	-17
LMP1 NFkB inh	5	-2	2	7	-9	3	0	-46
NOD2-RIPK2 inh	-1	-6	0	-9	3	1	2	-4
NCOA3 inh	8	10	8	3	-21	0	15	-83
MC4R ag barr	-2.3	-3.7	0.4	-1.2	-9.5	1.4	-2.9	-2.3
NR5A2 inv ag	-9	-4	-1	10	-4	-8	12	-54

25) Cc1cc(C)cc(C(=O)NC(CC(N)=O)c2ccc(N3CCC(Br)CC3)c([N+](=O)[O-])c2)c1 (stereo not given)
26) O=C(O)CCC(=O)N1N=C(c2c(-c3ccccc3)c3cc(Cl)ccc3[nH]c2=O)CC1c1ccco1 (stereo not given)
27) O=C(NCC1CCCO1)c1ccc(Cl)c(S(=O)(=O)N2CCOCC2)c1 (stereo not given)
28) O=C(CSCC(=O)NCc1ccco1)NCc1ccco1
29) COc1ccc(NC(=O)Cc2nnc(SCC(=O)NC3=NCCS3)n2C)cc1
30) Cc1cnc(=O)[nH]c1SCc1cccc(C(F)(F)F)c1
31) Cc1cc2nsnc2c(S(=O)(=O)N2CCN(C)CC2)c1C
32) Cn1nnnc1SCC(=O)N1c2ccccc2Sc2ccc(Cl)cc21
Assay by compound	25	26	27	28	29	30	31	32
TLR9-MyD88 inh	3	7	-11	13	-15	-1	-1	-5
NCOA1 inh	-39	2	-31	2	-5	3	6	0
MC4R antagonist	10	12	5	-1	3	-1	10	0
NCOA2 inhibitor	10	4	9	-16	-7	-2	9	13
ABHD5-PLIN5 inh	0	0	2	-3	0	-7	-1	2
NR2F2 inh	5	-12	12	5	-15	0	14	20
LMP1 NFkB inh	-1	1	-3	0	-10	-3	4	2
NOD2-RIPK2 inh	-8	-5	3	-6	-8	-1	6	-8
NCOA3 inh	-8	7	3	8	6	4	3	-11
MC4R ag barr	1.1	-1.0	-0.8	0.2	-2.6	-0.2	-2.4	0.1
NR5A2 inv ag	-16	-2	-5	-2	-9	-6	2	-4

33) COc1ccccc1CNC(=O)C1CCN(S(=O)(=O)c2ccc3c(c2)CC(C)N3C(=O)C2CC2)CC1 (stereo not given)
34) CCCCN(C)CCCNC(=O)/C=C1\Sc2ccccc2NC1=O
35) CC(Sc1nnc2c(n1)C1CCC2(C)C1(C)C)C(=O)Nc1ccccc1 (stereo not given)
36) OC(c1cccnc1)c1nc(/C=C/c2ccc(C(F)(F)F)cc2)cs1 (stereo not given)
37) CC(NS(=O)(=O)c1ccc(NC(=O)N2CCCCC2)cc1)c1ccccc1 (stereo not given)
38) CCCC(=O)Nc1ccccc1NC(=O)c1ccc(OCC)cc1
39) Cc1nc2ccc(C(=O)N3CCN(c4ccccn4)CC3)cc2s1
40) COc1cc(/C=N/NC(=O)Cc2nnc(NC(=O)c3ccccc3)s2)ccc1O
Assay by compound	33	34	35	36	37	38	39	40
TLR9-MyD88 inh	3	2	-1	nt	7	-8	3	3
NCOA1 inh	-17	-26	1	-16	0	8	-11	-17
MC4R antagonist	4	-14	0	7	1	2	8	0
NCOA2 inhibitor	-10	-38	6	-7	14	1	-4	-19
ABHD5-PLIN5 inh	-2	-4	-3	4	-4	0	8	-3
NR2F2 inh	8	17	13	1	-10	-5	10	-18
LMP1 NFkB inh	4	0	0	nt	15	-7	3	-6
NOD2-RIPK2 inh	3	-2	-4	-12	5	-2	3	-7
NCOA3 inh	17	4	0	-4	7	2	13	6
MC4R ag barr	-2.5	-0.5	-2.9	-1.4	-2.3	-2.6	0.6	1.0
NR5A2 inv ag	0	24	2	-27	9	7	1	7

41) COc1ccc(/C=C/C(=O)NCCNC(=O)c2ccccc2)cc1OC
42) COc1cccc(CNc2nc3cc(-c4cnn(Cc5ccccc5)c4)sc3c(=O)n2C)c1
43) CC(C)(C)c1ccc(C(=O)CC(Sc2ccc(Cl)cc2)C(=O)O)cc1 (stereo not given)
44) COc1cc(/C=C2\SC(=O)N(CCNC(=O)c3sc4cc(F)ccc4c3Cl)C2=O)cc(OC)c1OC
45) Cc1ccc(CN2CCS(=O)(=O)CC2)cc1
46) Cc1c(C(=O)N2CCCC2)sc(NC(=O)c2cccc(Cl)c2)c1C#N
47) CCCn1nnnc1SCC(=O)N1CCOCC1
48) CCOC(=O)N1CCN(S(=O)(=O)c2ccc3[nH]cc(C(=O)O)c(=O)c3c2)CC1
Assay by compound	41	42	43	44	45	46	47	48
TLR9-MyD88 inh	2	nt	-7	-12	3	5	-11	2
NCOA1 inh	-10	14	-7	6	-2	-2	-2	-2
MC4R antagonist	10	-12	20	1	1	11	1	0
NCOA2 inhibitor	-34	-7	-1	-22	-32	-33	-7	0
ABHD5-PLIN5 inh	-5	4	85*	14	-2	2	-5	-1
NR2F2 inh	5	79*	-10	-2	4	-10	4	-1
LMP1 NFkB inh	-1	nt	4	4	2	-4	-2	-4
NOD2-RIPK2 inh	9	-13	14	-14	-4	-17	-8	3
NCOA3 inh	1	34	8	-6	17	-5	12	0
MC4R ag barr	-1.6	-1.8	-4.0	3.3	-0.2	-2.0	-0.1	-1.1
NR5A2 inv ag	-3	44	22	-2	-5	-34	-9	14

49) CC(C)NC1CCC(Nc2ccnc3cc(Cl)ccc23)CC1 (stereo not given)
50) COCCN1CCn2c(nc3cc(NC(=O)c4cccs4)ccc32)C1
51) COc1ccc(S(=O)(=O)Nc2cccc(S(=O)(=O)N3CCCCC3)c2)cc1
52) CCN(c1ccccc1)S(=O)(=O)c1ccc(Oc2ccccc2C(C)=O)nc1
53) COc1ccc(C(=O)NC(=S)Nc2ccc(NC(=O)c3ccco3)cc2)cc1[N+](=O)[O-]
Assay by compound	49	50	51	52	53
TLR9-MyD88 inh	12	-1	-4	-6	8
NCOA1 inh	-15	-15	-1	6	6
MC4R antagonist	-7	2	16	3	-13
NCOA2 inhibitor	-12	2	-11	2	-10
ABHD5-PLIN5 inh	6	-3	2	-5	1
NR2F2 inh	13	-37	0	-12	-13
LMP1 NFkB inh	8	-4	4	-10	-10
NOD2-RIPK2 inh	1	-8	5	-1	-17
NCOA3 inh	-6	-32	-13	-1	8
MC4R ag barr	-2.1	0.1	-1.0	-1.0	-2.8
NR5A2 inv ag	-30	-8	-22	-24	20

# The list is partial; the hit share may differ from the screen's.
